mHTT CaM bind: mHTT-calmodulin interaction abrogation. inhibition, % at 15 µM. actives 3.6% (n = 190,000). AlphaScreen His-mHTT/GST-CaM binding, luminescence. P42858;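 also: 0% = both proteins with DMSO and 100% = one protein alone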
Pf apPOL block: Pf-apPOL DNA polymerase inhibition; Recombinant Pf-apPOL, molecular beacon fluorescence, 1.5 h; inhibition, % at 10 µM; actives 0.25% (n = 210,000); AID 1794808
* = called active by the depositor; / = not tested or not shown; & = joins results of further samples; ! = not active in a repeat. Rule as the data show it: active = inhibition above about 50%; inactive = the rest.

Sample of the layout (four entries):
Structure,Pf apPOL block,mHTT CaM bind
CC(C)CC(=O)N1CCC(c2cc3n(n2)CCCNC3=O)CC1,-7,-1
CCc1ccccc1S(=O)(=O)N1CCN(c2nc3ccncc3n(C(C)C)c2=O)CC1,-7,2
O=C1S/C(=C\c2ccccc2)C(=O)N1C(=O)c1ccc(F)cc1,-10,-1
CCc1ccc2nc(C)cc(C(=O)N3CCSCC3)c2c1,-5,1

The listing, previewed entries included:
Structure,Pf apPOL block,mHTT CaM bind
CC(C)CC(=O)N1CCC(c2cc3n(n2)CCCNC3=O)CC1,-7,-1
CCc1ccccc1S(=O)(=O)N1CCN(c2nc3ccncc3n(C(C)C)c2=O)CC1,-7,2
O=C1S/C(=C\c2ccccc2)C(=O)N1C(=O)c1ccc(F)cc1,-10,-1
CCc1ccc2nc(C)cc(C(=O)N3CCSCC3)c2c1,-5,1
Cc1cc(C)c(S(=O)(=O)N2CCCC2C(=O)O)c(C)c1 (stereo not drawn),3,0
CCN1CCN(C(=O)C2CCCN(c3nnc4ccc(C(F)(F)F)cn34)C2)CC1 (stereo not drawn),0,7
COc1ccc(C(=O)N2CC(C)C(c3nc(-c4cccnc4)no3)C2)c(C)c1 (stereo not drawn),-8,-5
COc1ccc(Oc2ncnc(N)c2[N+](=O)[O-])cc1,2,4
CCc1cc2c(Nc3ccncc3)ncnc2s1,3,-1
CC1(C)CC(=O)C2=C(C1)OC(N)=C(C#N)C2CCc1ccccc1 (stereo not drawn),6,-3
NNC(=O)C12CC3CC(CC(C3)C1)C2,0,-4
O=C(Nc1ccc2oc(-c3ccccc3)nc2c1)c1cc([N+](=O)[O-])ccc1Cl,-26,8
Cc1ccc(NC(=O)CSc2nnc(C)c(=O)[nH]2)cc1,2,-1
O=c1c(C=NC2CCS(=O)(=O)C2)c(N2CCOCC2)nc2ccccn12 (stereo not drawn),3,2
COC(=O)c1ccccc1NC(=O)N1CCOc2ccc(C)cc21,-7,-22
Fc1ccc(NCc2ccc3c(c2)OCCO3)cc1F,2,-14
Cc1cc(N=Nc2cccc(C(F)(F)F)c2)ccc1N,-5,/
N#CC1=C(N)OC2=C(C(=O)CCC2)C1c1cccc([N+](=O)[O-])c1 (stereo not drawn),12,1
O=C(CN1CCN(C(=O)Nc2ccc(Br)cc2)CC1=O)NCc1cccnc1,-5,-9
Fc1ccc(C2=CC(c3ccc(F)cc3)n3ncnc3N2)cc1 (stereo not drawn),-4,-2
CN(CC(=O)Nc1nnc(SCC(=O)NCc2ccco2)s1)S(C)(=O)=O,4,0
CC(=O)Sc1nc(O)c(C=C2C=c3ccc(C)cc3=NC2=O)[nH]1,4,13
Cc1ccc(NC(=O)N2CCc3c(c(COCc4ccccc4F)nn3C)C2)c(C)c1,2,29
O=C(NC1CCN(Cc2ccccc2)CC1)c1cc(=O)c(OCc2ccccc2)co1,1,-4
Cc1noc(-c2ccc(OC(F)(F)F)cc2)c1C(=O)NCC1CCCO1 (stereo not drawn),-4,-8
CC(NC(=O)C1CCN(c2cncnc2N2CCN(C)CC2)CC1)c1ccc(F)cc1 (stereo not drawn),-3,11
CCN1C(=O)c2cccnc2Sc2cc(NC(=O)c3ccc(Cl)cc3)ccc21,5,3
COc1ccc(N2CCN(S(=O)(=O)c3ccc(OC)cc3)CC2)cc1,-3,0
Cn1c(=O)c2c(nc(SCC(=O)Nc3ccc4c(c3)OCO4)n2Cc2ccccc2)n(C)c1=O,-6,-3
O=C1NC(=O)N(c2ccccc2)C1C=Nc1ccc([N+](=O)[O-])cc1 (stereo not drawn),-2,6
O=C(CSc1nnc(NC(=O)c2ccccc2)s1)Nc1cccc([N+](=O)[O-])c1,-2,0
O=C(Nc1cccc(-c2cn3ccsc3n2)c1)c1ccc(N2CCCC2)nn1,5,26
CN(C)[C@H]1CCN(c2ccc3c(c2)O[C@H]2CCN(C2)S3(=O)=O)C1,-2,-12
COc1ccccc1-c1sc2ccccc2c1-c1ccc2c(c1)OCCO2,0,-17
Cc1cc(C2CCCN2C(=O)c2c(F)cccc2F)on1 (stereo not drawn),-2,-9
COC(=O)c1cc(OCC(F)(F)F)nc(OCC(F)(F)F)c1,-13,/
O=C(NCCCN1CCOCC1)C1CCCN(S(=O)(=O)N2CCCC2)C1 (stereo not drawn),-24,-2
CCOC(=O)N1CCN(c2nnc(SCC(=O)Nc3cc(C)on3)s2)CC1,-10,-1
COc1ccc(Nc2nccc(C3CCCN(C(=O)C4CCC4)C3)n2)cc1 (stereo not drawn),-4,-13
CC12CC(c3ccccc3O1)C(c1nnc(-c3ccccc3)o1)C(=O)N2 (stereo not drawn),2,-3
Cc1ccccc1Cc1c(C)nc2c(C(=O)NC3CCCCC3)cnn2c1C,-9,3
Cc1cc(-c2csc(Nc3ncccn3)n2)ccc1F,7,-3
COc1ccc(CNC(=O)[C@@H]2CC=C[C@@H]3CCN(Cc4ccccc4)C(=O)[C@@H]32)cc1,0,5
CC1CCN(C(=O)c2ccc(SCc3ccccn3)c([N+](=O)[O-])c2)CC1,1,16
COC1=CCC2([N+](=O)[O-])CN(CC(=O)O)CC1([N+](=O)[O-])C2 (stereo not drawn),-2,2
Cc1ccc(NC(=O)Cn2nc(N3CCCCCC3)c3ccccc3c2=O)c(C)c1,0,-2
COc1cc(CN2CCN(Cc3ccccc3)CC2)cc([N+](=O)[O-])c1O,-10,0
CC1=CC(O)C(C(C)C)C(OC(=O)c2ccc(O)cc2)CC(C)=CCC1 (stereo not drawn),-10,/
CC(=O)N1CCc2ccccc2C1C(=O)NCc1ccc(C)cc1 (stereo not drawn),-1,-7
O=C(NCCc1nc2ccccc2n1Cc1ccccc1F)c1cccs1,5,25

New compounds follow.
Structure,Pf apPOL block,mHTT CaM bind
COc1ccc(C(=O)Nc2cc3cc(Cl)ccc3oc2=O)cc1,3,-7
COc1ccc(N/C=C/C(=O)c2ccc3c(c2)OCO3)cc1OC,4,34
O=C(c1nn2c(C(F)(F)F)cc(-c3ccc(Cl)cc3)nc2c1Cl)N1CCOCC1,-1,-6
Cc1ccc(NC(=O)C(C)Oc2ccc(Cl)cc2Cl)c(C)c1 (stereo not drawn),-4,/
COc1cc(C(=O)N2CCC(n3cnc4ccccc43)CC2)ccc1C,-7,12
CC(C)C(=O)N1CCC(Cc2nnc(-c3ccccc3)o2)CC1,-2,0
Cc1nn(-c2ccccc2)c(C)c1Sc1ccccc1[N+](=O)[O-],-1,49
CC1CC2c3cccc(C(=O)O)c3C(=O)N2Cc2ccccc21 (stereo not drawn),2,2
O=C(CCS(=O)(=O)c1ccc(Cl)cc1)Nc1ccc(Br)cc1F,5,-5
O=C(NC(NC(=O)c1ccccc1)c1ccccc1)c1ccccc1,-5,27

Another view of some results above.
Screens in order: Pf apPOL block, mHTT CaM bind
Cc1nn(-c2ccccc2)c(C)c1Sc1ccccc1[N+](=O)[O-]
→ -1, 49
COc1ccc(N/C=C/C(=O)c2ccc3c(c2)OCO3)cc1OC
→ 4, 34
O=C(c1nn2c(C(F)(F)F)cc(-c3ccc(Cl)cc3)nc2c1Cl)N1CCOCC1
→ -1, -6
CC(C)C(=O)N1CCC(Cc2nnc(-c3ccccc3)o2)CC1
→ -2, 0
COc1ccc(C(=O)Nc2cc3cc(Cl)ccc3oc2=O)cc1
→ 3, -7
Cc1ccc(NC(=O)C(C)Oc2ccc(Cl)cc2Cl)c(C)c1 (stereo not drawn)
→ -4, /
O=C(CCS(=O)(=O)c1ccc(Cl)cc1)Nc1ccc(Br)cc1F
→ 5, -5

(list continues)
Structure,Pf apPOL block,mHTT CaM bind
COc1ccccc1OCC(=O)Nc1cccc(-c2nc3ccccc3c(=O)o2)c1,-6,17
O=C(Nc1ccc(N2CCCN(Cc3cccc(F)c3)C2=O)cc1)c1cccs1,4,1
COc1cccc(C2Nc3ccccc3NC3=C2C(=O)CC(c2ccccc2)C3)c1OC (stereo not drawn),8,39
O=C(NCc1ccc(Cl)cc1)C1CCCN(C(=O)c2cccc(C(F)(F)F)c2)C1 (stereo not drawn),-8,28
Cc1ccc(NC(=O)Nc2nnc(-c3ccc(F)cc3)s2)cc1,-6,-7
CC1=C(C(=O)Nc2ccccn2)C(c2ccccc2F)n2ncnc2N1 (stereo not drawn),-9,-4
CC1CCN(c2ncc3c(n2)CCN(Cc2ccc(OC(C)C)cc2)C3)CC1,2,41
CC1(C)C2CCC1(CS(=O)(=O)Nc1ccc(F)c(Cl)c1)C(=O)C2 (stereo not drawn),-16,-2
O=C(NCc1cccs1)c1cc2nc(-c3ccccc3)cc(C(F)(F)F)n2n1,-4,-2
Cc1cccc(NC(=O)NC2(C(F)(F)F)Oc3ccc(Cl)cc3O2)n1 (stereo not drawn),-2,2
CN1C(=O)C2CCCCN2c2ccc(C(=O)NCc3ccc(F)cc3)cc21 (stereo not drawn),1,14
Cc1[nH]c2ccccc2c1SCCNC(=O)c1ccc(S(=O)(=O)N2CCCC2)cc1,-5,12
COc1ccc(NC(=O)Cc2cn(C)c3ccccc23)cc1OC,-4,11
CCc1ccccc1NC(=O)c1c(NC(=O)c2cccs2)sc2c1CCC2,-85,-1
CNC(=O)/C(=C\c1ccc(Cl)cc1)NC(=O)c1ccco1,-7,1
Cc1ccc(-n2c(=O)n(C(C)C)c(=O)c3c2ncn3CC2CC2)cc1,-4,0
COC(=O)c1cccc(C(=O)N2CCCc3ccccc32)n1,0,1
CC1(C)C2CCC1(CS(=O)(=O)Nc1cccc(S(N)(=O)=O)c1)C(=O)C2 (stereo not drawn),0,/
CC(C)(C)n1cnc2cc(NCc3ccccn3)ccc21,-6,25
COc1ccc(CC(=O)NC2CC(O)C(CO)C2)cc1OC (stereo not drawn),-2,-9
CCOc1cccc(N2CCN(C(=O)c3ccccc3Cl)C(C)C2=O)c1 (stereo not drawn),-3,0
Cc1ccc(F)cc1NC(=O)Cn1cnc2c(-c3ccccc3)csc2c1=O,-2,-10
O=C(NC(Nc1ccc(Cl)cc1)(C(F)(F)F)C(F)(F)F)c1ccccc1,2,/
Cc1ccc(S(=O)(=O)Nc2cc(-c3ccccc3)nn2C)cc1Cl,-1&-11,/
COc1ccc(C(=O)Nc2ccccc2)cc1S(=O)(=O)Nc1ccc(Br)cc1,-10,0
O=C(NCCn1ncc2c(N3CCCCCC3)ncnc21)c1cccc(C(F)(F)F)c1,-4,-7
COc1ccc(N2C(=O)CSC2c2ccc(Br)cc2)cc1Cl (stereo not drawn),-4,-5
COc1cccc(-c2nc(-c3ccc(NC(=O)c4ccc(Br)o4)cc3)no2)c1,-6,0
O=C(Nc1nnc(C2CC2)o1)c1ccc(S(=O)(=O)N2CCCc3ccccc32)cc1,-116&-3,67*!
COc1ccc(CNc2ccc3cn[nH]c3c2)cc1Br,-5,71*
Cn1cnnc1SCC(=O)Nc1ccc(F)c(Cl)c1,6&1,-1&-5
COc1ccccc1OCC(=O)Nc1ccc2c(c1)OCCO2,-9,-7
Nc1cccc(Oc2ccc3c(c2)C(=O)N(CC2CCCO2)C3=O)c1 (stereo not drawn),-1,13
Cc1noc(C)c1Cc1c(C)noc1C,11,-1
Cc1oc(CC(C)C)c(CN2CCCCC2)c1C(=O)O,-2,2
CC(C)(C)CC(C)(C)c1ccc(OCC(O)C[N+](C)(C)C)cc1 (stereo not drawn),-1,28
CCc1cc2c(cc1C(=O)CSc1ccccn1)C(C)(C)CCC2(C)C,-3,/
COc1ccc(C=C2C(=O)OC3(CCCCC3)OC2=O)cc1O,-2,4
Cc1cccc(C(=O)N2CCN(c3ccc(Cl)cc3C)C(=O)C2C)c1 (stereo not drawn),-1,2
COc1ccccc1/C=C1\SC(=O)N(c2ccc(Cl)cc2)C1=O,-3,2
Cc1cc(Cl)ccc1N=Cc1nc(/C=C/c2cccc([N+](=O)[O-])c2)oc1O,-3,0
CCc1nc2c(c(=O)n1CC(=O)Nc1cc(C)ccc1OC)CN(Cc1ccccc1)CC2,0,0
COc1ccc(CCNC(=O)CCC(=O)N2CCCn3nc(C)cc32)cc1OC,-6,4
O=C(Nc1ccc(Cl)cc1Cl)c1nn2cc(Br)cnc2c1Br,1,-3
CC1CCc2cc(F)ccc2N1C(=O)C12CCC(C)(C(=O)C1)C2(C)C (stereo not drawn),6,-2
COc1ccc(-n2nc3c(c2NC(=O)c2ccc(OC)cc2OC)CS(=O)C3)cc1 (stereo not drawn),-30,10
Cc1cc(-n2sc(Cl)c(C)c2=O)ccc1Cl,-9,42
O=C(NC1CCCC1)c1cc2ccccc2oc1=O,0,-4
Nc1ncnc(Nc2ccccc2Cl)c1[N+](=O)[O-],-2&-4,-9&4
Cc1ccccc1N1CCN(C(=O)c2ccc(Cl)cc2)C(C)C1=O (stereo not drawn),-4,2

The results go on.
Structure,Pf apPOL block,mHTT CaM bind
CC1=NN(c2cc(C(=O)O)cc(C(=O)O)c2)C(=O)/C1=C/c1ccc(N(C)C)cc1,-6,11
CCC(C(=O)Nc1ccccn1)c1ccccc1 (stereo not drawn),2,-4
CCC(CC)C(=O)N1CC(c2nc(C)no2)C2(CCOCC2)C1 (stereo not drawn),6,-17
O=c1oc2cc(O)ccc2cc1-c1nc2ccccc2[nH]1,4,-4
Cc1cccc(C)c1NC(=O)C1(N(Cc2ccccc2)C(=O)c2ccn[nH]2)CCCCC1,-5,21
COc1ccc(C(=O)N2CCc3cc(OC)c(OC)cc3C2C)c(OC)c1 (stereo not drawn),10,21
Cc1cc(C)cc(NC(=O)CCC(=O)N2CCCn3nc(C)cc32)c1,-2,20
O=S(=O)(Nc1ccc(Cl)cc1Cl)c1cc(Cl)ccc1Cl,-5,5
